# Assay outcomes (PubChem BioAssay)
# MsrA inhibitor – inhibitors of bovine MsrA; purified bovine MsrA, absorbance read-out; 360,000 compounds, 0.75% hits; inhibition, % at 15.5 µM; in the data active = inhibition above about 4.5%;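 note: 0% = vehicle wells with enzyme and 100% = reference inhibitor wells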
# Active calls of the source: *.
SMILES,MsrA inhibitor
Cc1ccc(S(=O)(=O)N(C)c2cccc3c2S(=O)(=O)N([C@H](C)c2ccccc2)C[C@@H](COCc2ccccc2)O3)cc1,1.3
Cc1cc(Br)cn2c(Cc3cccc(Cl)c3)c(C3CCCCC3)nc12,-0.1
O=S(=O)(/N=C/c1c(O)ccc2ccccc12)c1cccs1,-0.2
COc1ccccc1Cc1c(-c2ccc(Cl)cc2)nc2ccc(C)cn12,0.5
CCn1cc(CNC(=O)CCSc2nc(-c3ccco3)cc(C(F)(F)F)n2)cn1,3.2
COC(=O)c1cc2c(c3c4cc(OC)ccc4n(S(=O)(=O)c4ccc(OC)cc4)c13)C(=O)N(Cc1ccccc1)C2,1.3
Cc1cc(C)n(-c2nc(NCC3CCCO3)c3c4c(sc3n2)COC(C)(C)C4)n1 (stereo unspecified),0.1
COC(=O)C1=C(C)N(CC2CC2)C(=O)N[C@H]1c1ccc(Br)cc1,1.1
COc1cccc(CNC(=O)[C@H]2CCCN2C(=O)[C@H]2CCCN2C(=O)c2cccs2)c1,-0.1
COc1ccc(-c2cc(NC(=O)Cc3c[nH]c4ccccc34)ccc2Nc2cccnc2)c(OC)c1,0.6
NC(=O)CC1NC(=O)c2cc([N+](=O)[O-])cc(I)c2OCCC(C(N)=O)NC(=O)[C@@H]2CCCN2C1=O (stereo partly specified),-0.2
Cc1ccc2nc(-c3cccc(Cl)c3)c(Cc3ccccc3C(F)(F)F)n2c1,-1.0
CN1OC[C@@H]2CN(C(=O)c3ccc(C#N)cc3)[C@H](c3cccc(Br)c3)C[C@@H]21,-0.8
COc1cc(NS(=O)(=O)c2ccc(NC(=O)c3ccc(S(=O)(=O)N4CCCC4)cc3)cc2)ncn1,1.4
COc1cccc2[nH]c(-c3ccccn3)nc12,0.9
CN(C(=O)c1ccc(NC(=O)Cc2cccc(NC(=O)C3CCN(C(=O)CCc4ccccc4)CC3)c2)cc1)C1CC1,0.4
COC(=O)C1=C(C)N(Cc2ccccc2C(F)(F)F)C(=NCc2cc(OC)c(OC)c(OC)c2)NC1c1ccccc1C(F)(F)F (stereo unspecified),0.2
Cc1ccccc1OCC(=O)NCC(=O)N/N=C/c1cccc([N+](=O)[O-])c1,-0.8
COc1cccc(CN(C)C(=O)[C@@H](Cc2ccccc2)NC(=O)[C@H]2O[C@@H](n3ccc(=O)[nH]c3=O)[C@H](O)[C@@H]2O)c1,0.1
Cc1cccc2nc(-c3ccccc3)c(-c3ccc(CN4CCC5(CC4)CNc4ccccc45)cc3)nc12,0.7
COC(=O)[C@]12C[C@H](CC(=O)N3CCCC3)C(=O)N(Cc3ccccc3)C1=C[C@H](C(C)(C)C)O[C@@H]2C,-0.2
CCCCOCCCNC(=O)C[C@H]1C[C@@]2(C(=O)OC)C(=C[C@H](C(C)(C)C)O[C@@H]2C)N(Cc2ccc3c(c2)OCO3)C1=O,0.6
COC(=O)[C@]12C[C@H](CC(=O)NCC3CCCCC3)C(=O)N(Cc3ccccc3)C1=C[C@H](C(C)C)O[C@@H]2C1CC1,0.3
CCCC(=O)OC[C@H]1CN(C2CCCC2)S(=O)(=O)c2c(Oc3ccccc3)cccc2O1,-0.2
CCCCc1c(-c2ccccc2OC)ncn1Cc1ccc(F)c(F)c1,-0.2
Cc1ccc(N2NC3(CCN(C(N)=O)CC3)NC2=O)cc1,-0.6
O=C(CS(=O)(=O)c1ccccc1)CS(=O)(=O)c1ccccc1,-0.3
CC(=O)N1CCN(c2ccc(N3CCN(C(C)=O)[C@@H](C)C3)c(C)c2)[C@H](C)C1,-1.2
OC(c1ccccc1)(c1ccccc1)C1CCN(CCCOc2cc(F)cc(F)c2)CC1,-0.8
Cc1ccc(Cc2c(-c3cccc(Br)c3)nc3c4ccccc4ccn23)cc1,-0.4
CCCC(=O)OC[C@H]1CN([C@H](C)c2ccccc2)S(=O)(=O)c2c(F)cccc2O1,-1.5
CCCCCCN(C(=O)CCCCCN1C(=O)NC(c2ccc(-c3ccccc3)cc2)C(C(=O)OCc2ccccc2)=C1C)C(C(=O)NCCCC)C1CCCCC1 (stereo unspecified),-0.1
Cc1ccccc1-c1cccc2[nH]c3c(c12)CCN1C(=O)[C@H]2[C@H](C)ON(C)[C@H]2C[C@@H]31,-0.6
COc1ccc(C2CC(=O)C(c3ccc(C(F)(F)F)cc3)=CN2Cc2ccccc2)cc1 (stereo unspecified),2.3
Cc1ccc(C2NC(=O)c3[nH]nc(-c4ccccc4)c32)cc1 (stereo unspecified),-0.2
CN(Cc1ccccc1)C(=O)c1cccc(NC(=O)Cc2ccc(NC(=O)C3CCCN(S(=O)(=O)c4cccc([N+](=O)[O-])c4)C3)cc2)c1 (stereo unspecified),1.4
O=C(N[C@H](Cc1ccccc1)C(=O)NCc1ccc2c(c1)OCO2)[C@H]1O[C@@H](n2ccc(=O)[nH]c2=O)[C@H](O)[C@@H]1O,-0.3
COc1cccc(C=NNC(=S)NC2CC3CCC2C3)c1O (stereo unspecified),1.2
Cn1c(=O)c2c(nc(CN3CCN(c4ccccc4)CC3)n2CCCc2ccccc2)n(C)c1=O,-0.9
CCOC(=O)C1=C(C)N(CCCC(=O)NCc2ccc3c(c2)OCO3)C(=O)NC1c1ccc(Br)cc1 (stereo unspecified),0.8

# Of the compounds above, these contain two or more sulfur atoms.
SMILES,MsrA inhibitor
Cc1ccc(S(=O)(=O)N(C)c2cccc3c2S(=O)(=O)N([C@H](C)c2ccccc2)C[C@@H](COCc2ccccc2)O3)cc1,1.3
O=S(=O)(/N=C/c1c(O)ccc2ccccc12)c1cccs1,-0.2
COc1cc(NS(=O)(=O)c2ccc(NC(=O)c3ccc(S(=O)(=O)N4CCCC4)cc3)cc2)ncn1,1.4
O=C(CS(=O)(=O)c1ccccc1)CS(=O)(=O)c1ccccc1,-0.3

# More results follow:
SMILES,MsrA inhibitor
CC(C)[C@H](NC(=O)CC1CCCC1)C(=O)N1CCC[C@H]1C(=O)NCCc1ccccc1Cl,-0.7
COc1cc(-c2c(-c3cc(OC)c(OC)c(OC)c3)noc2C)ccc1F,-0.5
CCCCOCC1CN(CCCC)S(=O)(=O)c2c(cccc2N2CCCC2)O1 (stereo unspecified),0.4
CC(C)C[C@H]1COc2cc(Br)ccc2S(=O)(=O)N1Cc1cccc(Cl)c1,0.4
CCn1cnc2sc(C(=O)N3CCN(Cc4ccc5c(c4)OCO5)CC3)c(C)c2c1=O,-0.4
CCOC(=O)c1ccc(NC(=O)c2c(NCc3ccccc3)[nH]c(=O)[nH]c2=O)cc1,-0.2
CN(C)CC(O)COc1ccc(-c2ccc(C#N)cc2)cc1 (stereo unspecified),2.1
COC(=O)c1c(C)[nH]c(C(=O)N2CCN(c3ccc(OC)cc3)CC2)c1C,1.4
S=C(NCC1CCCO1)n1nnc2ccccc21 (stereo unspecified),0.3
COc1cccc(-c2ccc3c(c2)[C@@H]2C[C@H]4[C@@H](CN2CC3)[C@H](C)ON4C)c1,3.4
C=CCCN1[C@@H](Cc2ccccc2)COc2ccccc2S1(=O)=O,0.3
COC(=O)[C@]12C[C@H](CC(=O)NCCC(C)C)C(=O)N(Cc3ccc4c(c3)OCO4)C1=C[C@H](COCc1ccccc1)O[C@@H]2C,0.2
COC(=O)C1=C(C)N(CC(C)C)C(=S)NC1c1cccc(OC)c1 (stereo unspecified),0.4
COC(=O)Cc1[nH]c(Cl)nc1C(N)=O,-1.1
O=C(NCc1ccccc1)[C@H]1CCCN1C(=O)[C@H]1CCCN1C(=O)c1ccccc1,0.7
COC(=O)C1=C(C)N(Cc2ccccc2C(F)(F)F)C(=NCc2ccc(OC)cc2)NC1c1ccc(F)cc1 (stereo unspecified),-1.9
COC(=O)[C@]12C[C@H](CC(=O)NCc3cccc(C(F)(F)F)c3)C(=O)N(CCC3=CCCCC3)C1=C[C@H](COCc1ccccc1)O[C@@H]2C,-0.2
C=CCN=C1NC(c2cccc(C(F)(F)F)c2)C(C(=O)OC)=C(C)N1Cc1ccccc1C(F)(F)F (stereo unspecified),-2.8
CCCCCCC12C(=Cc3cc4c(cc31)OCCO4)c1cc(OC)c(OC)cc1C(CC(=O)NCc1ccccc1)N2C(=O)OC (stereo unspecified),0.5
Cc1[nH]nc2c1C(c1ccccc1)N(c1ccccc1)C2=O (stereo unspecified),-0.2

# Ordered by value in MsrA inhibitor (low to high): 5 of the compounds above
SMILES,MsrA inhibitor
C=CCN=C1NC(c2cccc(C(F)(F)F)c2)C(C(=O)OC)=C(C)N1Cc1ccccc1C(F)(F)F (stereo unspecified),-2.8
COc1cc(-c2c(-c3cc(OC)c(OC)c(OC)c3)noc2C)ccc1F,-0.5
CC(C)C[C@H]1COc2cc(Br)ccc2S(=O)(=O)N1Cc1cccc(Cl)c1,0.4
CCCCCCC12C(=Cc3cc4c(cc31)OCCO4)c1cc(OC)c(OC)cc1C(CC(=O)NCc1ccccc1)N2C(=O)OC (stereo unspecified),0.5
CN(C)CC(O)COc1ccc(-c2ccc(C#N)cc2)cc1 (stereo unspecified),2.1

# Other entries
SMILES,MsrA inhibitor
COC(=O)[C@]12C[C@H](CC(=O)N3CCCC3)C(=O)N(CCC3=CCCCC3)C1=C[C@H](COCc1ccccc1)O[C@@H]2C,0.9
Cn1cc(CC(=O)Nc2ccc(Oc3cccnc3)cc2)c2ccccc21,0.9
COC(=O)N(C)C[C@H]1OCc2cn(nn2)CCCC(=O)N([C@H](C)CO)C[C@@H]1C,0.6
Cc1ccc2nc(-c3ccco3)c(Cc3ccsc3)n2c1,0.8
CC(C)(C)c1ccc(OC(=O)c2ccc(-n3cncn3)nc2)cc1,-0.2
CC(=O)c1cccc(OCC(=O)N(C)CC(=O)Nc2ccc(F)cc2)c1,0.3
CCOC(=O)C1=CCN(S(=O)(=O)c2cccc(Cl)c2)C1c1ccc(Cl)cc1 (stereo unspecified),0.3
COc1ccc(CCn2cnn3c(=O)c4ccccc4nc3c2=O)cc1OC,1.0
CC(=O)Nc1ccc(SC[C@H](c2ccccc2)N2CCN(CCc3ccccc3)CCC2=O)cc1,-1.3
COC(=O)[C@]12C[C@H](CC(=O)NCc3ccc(C)o3)C(=O)N(Cc3ccccc3)C1=C[C@H](C(C)(C)C)O[C@@H]2C,0.2
CCOc1cccc(C=NNC(=O)C(=O)Nc2cccc(C(F)(F)F)c2)c1O,2.3
COC(=O)c1cc2c(c3c4cc(F)ccc4n(S(=O)(=O)c4ccccc4)c13)C(=O)N(Cc1ccc(C(F)(F)F)cc1)C2,1.0
COc1cccc(NC(=O)CSc2nnc(-c3ccoc3C)n2-c2ccccc2)c1,1.4
Cc1cc(C)cc(NC(=O)CSc2ncc(S(=O)(=O)c3ccccc3)c(=O)[nH]2)c1,-0.7
CSc1ccc(C(=O)NCC2CCN(C(=O)C(=O)c3cc4ccccc4o3)CC2)cc1,1.8
C[C@@]12C(=O)N(Cc3ccccc3)CC(=O)N1[C@H](/C=C/c1ccccc1)[C@@H]1C(=O)N(c3ccccc3)C(=O)[C@@H]12,-0.9
O=C(N[C@H](C(=O)N1CCC[C@H]1C(=O)NCc1ccccc1)c1ccccc1)c1ccc(Cl)c(Cl)c1,-0.1
COC(=O)c1cc(=O)n(Cc2ccccc2)c(=NCc2ccccc2)s1,-0.5
CC(C)C[C@H](NC(=O)C1CCCC1)C(=O)N1CCC[C@H]1C(=O)NCc1ccccc1,0.0
COC(=O)N(C)C[C@H]1OCc2cnnn2CCCC(=O)N([C@H](C)CO)C[C@@H]1C,-0.7

# The final four records of the section before lead into the next.
SMILES,MsrA inhibitor
O=C(N[C@H](C(=O)N1CCC[C@H]1C(=O)NCc1ccccc1)c1ccccc1)c1ccc(Cl)c(Cl)c1,-0.1
COC(=O)c1cc(=O)n(Cc2ccccc2)c(=NCc2ccccc2)s1,-0.5
CC(C)C[C@H](NC(=O)C1CCCC1)C(=O)N1CCC[C@H]1C(=O)NCc1ccccc1,0.0
COC(=O)N(C)C[C@H]1OCc2cnnn2CCCC(=O)N([C@H](C)CO)C[C@@H]1C,-0.7
Nc1nc2c(ncn2[C@@H]2O[C@H](C(=O)N[C@H](Cc3ccccc3)C(=O)NCC3CCCCC3)[C@@H](O)[C@H]2O)c(=O)[nH]1,0.7
COC(=O)C1=C(C)N(C)C(=NCc2ccc3c(c2)OCO3)NC1c1cccc(F)c1 (stereo unspecified),0.8
Cc1cc(N2CCN(CC(C)(C)O)C[C@@H]2C)ccc1N1CCN(Cc2ccccc2)[C@H](C)C1,-0.4
CC1=NNC(=O)C1CCC(=O)N/N=C/c1ccc(C)cc1 (stereo unspecified),0.1
CCN(CC)S(=O)(=O)c1cccc(C(=O)N[C@@H](C)c2nc3ccccc3[nH]2)c1,-1.2
C[C@@H]1Cn2cnc(C(=O)N(C)Cc3ccccc3)c2C(=O)N1,0.3
COC(=O)c1ccc(CN2C(=O)[C@]3(OCCC=C[C@H]3C)c3ccccc32)cc1,-0.1
Cc1ccc(S(=O)(=O)NCc2ccc3c(c2)OCO3)cc1,0.1
COC(=O)C1=C(C)N(Cc2ccc(C(F)(F)F)cc2)C(=NCC2CC2)NC1c1ccccc1 (stereo unspecified),-0.9
Cc1c(Cl)cccc1NC(=O)C1CCCCC1,4.0
CC(C)(C)n1nc(C2CC2)c(Br)c1NC(=O)c1ccccc1Cl,0.5
CC(C)C[C@H](NC(=O)c1ccccc1)C(=O)N1CCC[C@H]1C(=O)NCc1ccccc1,0.8
COc1ccccc1Oc1c(C)oc2c(CN3CCN(CCO)CC3)c(O)ccc2c1=O,3.1
COc1ccc(OC)c(CNC(=O)c2cc(=O)[nH]c3ccc(S(=O)(=O)N4CCCC4)cc23)c1,-0.2
O=[N+]([O-])c1ccc2c(c1)N([O-])C1(CCCCC1)[N+]2=O,0.4
COC(=O)[C@]12C[C@H](CC(=O)NCc3ccccc3)C(=O)N(Cc3ccccc3)C1=C[C@H](C(C)C)O[C@@H]2C1CC1,-0.7
CCCCOC(=O)C(C)Nc1n[nH]c(=S)[nH]c1=O (stereo unspecified),1.8
CCOC(=O)N[C@@H](Cc1cccnc1)C(=O)N1CCC[C@H]1C(=O)NC1CCCC1,1.1
CC1(C)OC(=O)C2=C(CC(CCc3ccccc3)OC2CCc2ccccc2)O1 (stereo unspecified),-0.6
COc1ccccc1NS(=O)(=O)c1cc(C(=O)NC2CCN(Cc3ccccc3)CC2)ccc1C,-0.8
COC(=O)C1=C(C)N(Cc2cccc(C(F)(F)F)c2)C(=NCc2cccc(C(F)(F)F)c2)NC1c1ccccc1C(F)(F)F (stereo unspecified),-1.3

# These rows are one share of the data. The share of hits here may be higher or lower than overall.
